RECQ1 helicase: blocks DNA unwinding by human RECQ1. P46063. RECQ1 DNA unwinding, red fluorescence kinetic read. Potency, µM (series often up to 57.3 µM), without a hit: top-dose activity, negative = inhibition, most hits filed as inhibitors. 240,000 tested, 0.54% active. AID 2549;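 note: plate controls were vehicle for no effect and no enzyme for full effect; nearly all actives have a fitted effect of over 30% in size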
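RECQ1T1 50 nM; forked duplex (20 bp + 30-nt ss tails) 200 nM, ATP 2 mM final; pH 8.0, 2 mM MgCl2, 2.5 ug/ml poly(dI-dC); 15 min compound preincubation; discontinuous kinetic read over 2 h at RT.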
Luc counter: blocks Kinase-Glo luciferase, a counter-screen artifact | AID 1379 | 200,000 tested, 0.28% active | Potency, µM (titrated, usually from 38.3 µM), inactives show top-dose activity change, negative = inhibition, most hits filed as inhibitors | Q27757 | Kinase-Glo luciferase, ATP luminescence, 8 min; note: % is set by controls: 0 for no effect and ±100 for the full control effect; nearly all actives have a fitted effect of over 60% in size
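Recombinant Kinase-Glo luciferase, 10 uM ATP (linear range), luciferin; imidazole pH 7.2 / KCl / MgCl2 / Tween / BSA buffer; 8 min RT; luminescence.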
Epigenetic derep: derepresses silenced GFP reporter in murine cells | murine LDR cells, GFP reporter derepression, 30 h | Potency, µM (titrated, usually from 53.9 µM), inactives show top-dose GFP activation, most hits filed as activators | 280,000 tested, 0.2% active | AID 1865; note: % of control where 0% means no effect; nearly all actives have a fitted effect of over 60% in size
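Readout is the number of GFP-expressing murine LDR cells, counted by cytometry following washing. Cells were treated with compound for 30 h at 37 C; the stably integrated CMV-GFP locus is normally silent.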
NPSR antag: neuropeptide S receptor (human) antagonism, cAMP. Q6W5P4. CHO-NPSR cells, cAMP TR-FRET, antagonist mode. Potency, µM (highest dose often 38.3 µM), without a hit: at the highest dose activity change, negative = inhibition, most hits filed as inhibitors. 220,000 tested, 1% active. AID 1461; note: % is set by controls: 0 for no effect and ±100 for the full control effect; nearly all actives have a fitted effect of over 50% in size; many of its hits are not listed in these tables
Target sequence (Q6W5P4 whole entry, looked up): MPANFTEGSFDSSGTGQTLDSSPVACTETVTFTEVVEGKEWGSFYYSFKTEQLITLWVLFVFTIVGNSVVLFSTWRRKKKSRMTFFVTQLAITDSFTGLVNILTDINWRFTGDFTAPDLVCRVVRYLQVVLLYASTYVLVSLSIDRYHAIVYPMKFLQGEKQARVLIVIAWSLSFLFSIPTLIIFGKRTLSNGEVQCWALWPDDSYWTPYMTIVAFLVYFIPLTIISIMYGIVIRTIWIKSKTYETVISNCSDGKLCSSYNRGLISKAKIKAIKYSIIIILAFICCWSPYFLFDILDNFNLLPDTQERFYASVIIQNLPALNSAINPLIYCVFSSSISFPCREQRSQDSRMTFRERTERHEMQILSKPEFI
IMPase Li inh: membrane-permeable IMPase blocker, potentiated with lithium; CHO-M1 cells, IP1 TR-FRET (IP-One), carbachol + lithium; Potency, µM (doses to about 59.4 µM), inactives show at the top dose activity, negative = IMPase inhibition, usual class: inhibitors; 210,000 tested, 0.35% active;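 note: IP1 builds up when IMPase is blocked and the TR-FRET signal falls; plate controls were basal vehicle for no effect and high inhibitor control for full effect; nearly all actives have a fitted effect of over 50% in size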
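Concentration–response in CHO-M1 cells, lithium-potentiated; 30 min at 37C. IP1 detected by competitive TR-FRET after 10 min lysis at RT. Hill-fitted AC50.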
KDM4E inh: inhibitors of human JMJD2E histone demethylase. B2RXH2. JMJD2E catalytic domain, FDH-coupled NADH fluorescence (FDH is formaldehyde dehydrogenase). Potency, µM (titrated, usually from 57.1 µM), for the others: top-dose activity change, negative = inhibition, usual class: inhibitors. 230,000 tested, 1.6% active. AID 2147; active = well fitted inhibition curve with a large enough effect, not every such curve was filed as active; inconclusive = small, poorly fitted or top-dose-only effect, or another doubt; inactive = no such curve, though single readings can be large or run the other way;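 note: 0% = wells with enzyme and -100% = buffer wells without enzyme; nearly all actives have a fitted effect of over 50% in size; many of its hits are not listed in these tables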
Target sequence (B2RXH2 1-337 limits assumed): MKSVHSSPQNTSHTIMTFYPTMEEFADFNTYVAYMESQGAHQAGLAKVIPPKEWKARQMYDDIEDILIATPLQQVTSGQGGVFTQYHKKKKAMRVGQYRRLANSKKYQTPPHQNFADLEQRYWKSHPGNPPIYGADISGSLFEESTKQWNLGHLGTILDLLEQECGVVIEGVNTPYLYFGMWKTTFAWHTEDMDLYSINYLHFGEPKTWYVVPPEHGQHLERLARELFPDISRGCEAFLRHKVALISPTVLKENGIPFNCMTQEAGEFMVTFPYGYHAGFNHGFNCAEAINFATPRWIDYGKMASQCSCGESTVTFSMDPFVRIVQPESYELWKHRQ
SMN2 splice up: SMN2 splice variant enhancement. HEK293 SMN2-luciferase splicing reporter, luminescence, 30-36 h. Potency, µM (series often up to 46.1 µM), for the others: at the top dose activity change, positive = activation, actives largely listed as activators. 210,000 tested, 2.8% active. AID 1458; note: % of control where 0% means no effect; nearly all actives have a fitted effect of over 55% in size
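HEK293 cells carry an SMN2 […]–luciferase reporter in which exon 7 inclusion puts luciferase in frame. Cells were plated 10-12 h before compound addition, then incubated 30-36 h at 37C. ONE-Glo luminescence was read; sodium butyrate at 4.5 mM final served as control.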
RGS12 GoLoco inh: inhibitors of human Gai1-RGS12 GoLoco interaction (red fluorophore) | P63096 | Gai1:RGS12 GoLoco peptide FP, rhodamine, 10 min | Potency, µM (doses to about 61.6 µM), inactives show top-dose activity, negative = inhibition, hits mostly inhibitors | 230,000 tested, 0.44% active; active = well fitted inhibition curve with a large enough effect, not every such curve was filed as active; inactive = no such curve, though single readings can be large or run the other way; note: % is set by controls: 0 for no effect and ±100 for the full control effect; nearly all actives have a fitted effect of over 30% in size; many of its hits are not listed in these tables
Target sequence (P63096 whole entry, looked up): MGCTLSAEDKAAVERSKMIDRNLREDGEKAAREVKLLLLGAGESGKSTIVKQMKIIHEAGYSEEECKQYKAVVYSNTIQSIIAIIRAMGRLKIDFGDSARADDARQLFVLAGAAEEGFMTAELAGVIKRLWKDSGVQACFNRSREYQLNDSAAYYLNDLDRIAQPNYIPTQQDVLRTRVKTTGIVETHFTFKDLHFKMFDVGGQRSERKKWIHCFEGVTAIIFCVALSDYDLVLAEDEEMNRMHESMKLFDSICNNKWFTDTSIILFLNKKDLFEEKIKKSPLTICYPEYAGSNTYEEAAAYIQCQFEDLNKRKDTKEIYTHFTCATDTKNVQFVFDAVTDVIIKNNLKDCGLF
* hit, by the source's call; i = inactive; ? = inconclusive; nt = no result given; [ ] = another dose, or the depositor's remark. Unless noted, calls come from the whole dose curve; as a rule, active = well fitted curve in the direction sought with a large enough effect; inconclusive = small, poorly fitted or top-dose-only effect, or another doubt; inactive = no such curve, though single readings can be large; an effect the other way counts as inactive or inconclusive. Potency is the fitted concentration of half-maximal effect. This is a subset; rates above refer to the full screens.

SMILES	RECQ1 helicase	Luc counter	Epigenetic derep	NPSR antag	IMPase Li inh	KDM4E inh	SMN2 splice up	RGS12 GoLoco inh
Cc1onc(-c2c(F)cccc2Cl)c1C(=O)NC(=S)NC1CCS(=O)(=O)C1 (stereo unspecified)	i	2%	0.9%	2%	0%	9%	8%	13%
O=C(NCCCNc1ccc([N+](=O)[O-])cc1)C(F)(F)F	-4%	1%	-6.1%	-8%	12%	5%	7%	-1%
COc1ccc2c(C)nc(N/C(N)=N/S(=O)(=O)c3ccc(C)cc3)nc2c1	i	2%	-3.2%	-13%	11%	?	8%	80%[activator]
O=C(O)CCn1cc(/C=C2\NC(=S)N(c3ccccc3)C2=O)c(-c2ccc(Br)cc2)n1	-2%	3%	0.9%	-14%	5%	3%	1%	6%
CCCCNC(=O)CN1C(=O)c2cccc(N)c2C1=O	-11%	4%	-6.0%	-1%	-7%	?	4%	-6%
c1ccc(C2CC(c3ccccc3)n3ncnc3N2)cc1 (stereo unspecified)	-2%	-5%	-7.2%	-8%[46.1 µM]	14%[38.3 µM]	5%	1%	-2%
COc1ccc2c(c1)cc(C)c1nnc(SCC(=O)N(C)c3nc(-c4ccccc4)cs3)n12	-7%	0%	-0.9%	?	-8%[38.3 µM]	10%	-8%	5%
CN(C)CCOC(=O)CCc1ccccc1	-2%	0%	-1.9%	1%[46.1 µM]	18%[38.3 µM]	1%	17%	4%
NC=O	-3%	nt	nt	nt	-6%	nt	-10%	2%
O=c1cc(CSc2ccc(Cl)cc2)nc(N2CCCCC2)[nH]1	-11%	nt	-7.0%	-7%[46.1 µM]	nt	3%	nt	nt
CCOc1ccc2ncc(S(=O)(=O)c3ccccc3)c(N3CCN(c4ccc(OC)cc4)CC3)c2c1	-3%	1%	0.0%	-14%	11%	-1%	-10%	-4%
COC(=O)C1SCC2C(=O)N(Cc3ccccc3)CC(=O)N21 (stereo unspecified)	-2%	4%	1.1%	11%	-2%	11%	9%	4%
NC(=O)CCN1CCCCC1	15%	-1%	1.1%	-7%	-6%	-16%	nt	-4%
COc1ccc(C(=O)/C=C/c2ccccc2F)c(OC(=O)c2ccc([N+](=O)[O-])cc2)c1	-15%	-3%	0.0%	-25%[46.1 µM]	7%[38.3 µM]	4%	-6%	8%
C=CCn1c(CNc2ccc(C)cc2)nnc1SCC(=O)N/N=C/c1ccc(O)cc1O	-2%	-8%	0.0%	-19%[46.1 µM]	10%[38.3 µM]	16µM*	-3%	5%
O=C(NC(=S)Nc1ccccn1)c1ccc([N+](=O)[O-])cc1	-1%	0%	-1.8%	-8%	4%	1%	2.8µM*	17%
CC(=O)N1CCC2(CC1)CC(=O)c1cc(OCC(=O)NCc3ccco3)ccc1O2	i	-3%	-4.8%	-21%[46.1 µM]	4%[38.3 µM]	?	-20%	-2%
CCN(CC)C(=S)Nc1ccc(Cl)c(Cl)c1	-1%	-6%	0.0%	4%	-4%	0%	-33%	6%
Cc1ccc(Oc2nccc(-c3ccc(Cl)cc3)n2)cc1	3%	5%	3.6%	-20%[46.1 µM]	?	2%	-1%	-5%
CCNC(=O)CC1C(=O)N(c2ccccc2)C(=O)N1CCC(C)C (stereo unspecified)	-12%	4%	1.1%	-10%[46.1 µM]	21%[38.3 µM]	-3%	?	-6%
CC(C)C(=O)Nc1cccc(C(=O)Nc2nncs2)c1	-14%	-1%	0.7%	0%[46.1 µM]	17%[38.3 µM]	2%	-14%	4%
CCCn1c(C)cc(C(=O)COc2ccc(S(=O)(=O)N(CC)CC)cc2[N+](=O)[O-])c1C	-11%	-6%	0.0%	-16%	13%	3%	-9%[1.84 µM]	44%[activator]
C=CCNC(=O)/C(=C\c1ccc([N+](=O)[O-])cc1)NC(C)=O	-3%	0%	0.2%	-2%[46.1 µM]	1%[38.3 µM]	9%	-20%	5%
CCOc1ccc(S(=O)(=O)n2nc(C)cc2C)c2ccccc12	-1%	1%	3.5%	3%[46.1 µM]	19%[38.3 µM]	-1%	-32%[inhibitor]	3%
CCOC(=O)c1[nH]c(C=O)c(C(=O)OCC)c1C	-6%	-3%	2.2%	20%	17%	-1%	nt	9%

Additional results follow:
SMILES	RECQ1 helicase	Luc counter	Epigenetic derep	NPSR antag	IMPase Li inh	KDM4E inh	SMN2 splice up	RGS12 GoLoco inh
CS(=O)(=O)N(CC(=O)NCc1ccco1)c1ccc2c(c1)OCO2	-6%	0%	0.0%	-7%[46.1 µM]	17%[38.3 µM]	13%	12%	6%
O=C(Cn1nnc(-c2ccc3c(c2)OCO3)n1)NCc1ccccc1	i	4%	-2.6%	-4%	?	-5%	10%	-1%
Cc1nnc(NC(=O)CCCN2C(=O)c3ccccc3C2=O)s1	-11%	0%	-1.0%	-7%[46.1 µM]	33%[38.3 µM]	-1%	nt	-15%
CCN(CC)S(=O)(=O)c1ccc(N=Nc2c(C)[nH]n(C(N)=S)c2=O)cc1	-17%	1%	0.3%	-9%[46.1 µM]	35%	-3%	?	1%
COc1ccc2[nH]c3c(c2c1)CCNC3=O	1%	1%	0.0%	nt	-1%	?	-17%	0%
COC(=O)c1ccccc1CON1C(=O)C(C)(C)N(OCc2ccccc2C(=O)OC)C(=O)C1(C)C	-5%	-3%	-0.1%	-24%[46.1 µM]	3%[38.3 µM]	4%	-22%	-8%
O=C(CSc1ccccc1)Nc1nnc(COc2ccc(Cl)cc2)s1	-2%	3%	-1.6%	30%	1%	0%	3%	7%
CCCN1CCC(=O)N([C@H](CSc2ccc(Br)cc2)c2ccccc2)CC1	-14%	nt	-3.3%	-58%	nt	3%	nt	-15%
O=C(Nc1cccc(NC(=O)c2ccco2)c1)c1ccc([N+](=O)[O-])cc1	i	nt	5.3%	-6%	3%	-6%	nt	2%
O=C(c1cc2ncc(CCCl)cn2n1)N1CCCCCC1	4%	0%	-8.2%	8%	-9%	?	4%	7%
Cc1ccc(N=c2c([N+](=O)[O-])nn(-c3ccc4c(c3)OCCO4)n2O)cc1F	-4%	4%	-3.4%	-8%	13%	-5%	-59%[inhibitor]	5%
CCC(=O)OCCn1c(Br)nc2c1c(=O)[nH]c(=O)n2C	-1%	-3%	-0.7%	-7%[46.1 µM]	10%[38.3 µM]	1%	-12%	-1%
O=S(=O)(c1ccc(SCCO)nc1)N1CCCC1	-6%	-4%	-0.2%	-2%[46.1 µM]	-3%[38.3 µM]	-5%	-2%	3%
CC(=O)c1cc2c(cc1NC(=O)CCCC(=O)O)OCO2	-13%	0%	0.0%	-10%[46.1 µM]	-7%[38.3 µM]	-17%	-7%	12%
S=C1NC2(CCCCCC2)N=C1c1ccccc1	-16%	-4%	0.0%	-1%	6%	4%	-42%[inhibitor]	-2%
Cc1cc(=O)[nH]c(N/N=C/c2cn(CCC#N)nc2-c2ccccc2)n1	-9%	-3%	-2.2%	13%	1%	-10%	18%	11%
O=C(Nc1nccs1)c1ccc([N+](=O)[O-])cc1	i	nt	-1.1%	2%	nt	?	nt	4%
CC(=O)CC1=NC(C)(C)Cc2ccccc21	2%	2%	-1.1%	5%	-6%	-3%	9%	6%
CCC(=O)N1CCN(c2nc(-c3ccccc3)c3c(c2C#N)CCCC3)CC1	-3%	0%	-0.6%	?	-5%[38.3 µM]	?	-23%	6%
COc1ccc(N(C(=O)c2ccco2)S(=O)(=O)c2ccccc2)cc1	-4%	-4%	2.0%	-13%[46.1 µM]	25%[38.3 µM]	7%	17%	6%
O=C(COc1ccc(Cl)cc1)Nc1cccc(-c2ccc3nncn3n2)c1	10%	0%	-3.1%	-16%	2%	-4%	-18%	-6%
CC(=O)Cc1nsc(NC(=O)c2ccc(-c3ccc(F)cc3)o2)n1	i	0%	-1.3%	-15%	-8%	?	2%	10%
COc1ccc(N2CCN(c3nc(-c4cccs4)nc4ccccc34)CC2)cc1	i	nt	-0.3%	-26%	-11%	?	nt	11%
C/C(=N\Nc1nc(C(=O)O)cs1)c1ccccc1	-4%	0%	-2.0%	13%	2%	-9%	22%	8%
CCOC(=O)Cc1nnc(NC(=O)C23CC4CC(CC(C4)C2)C3)s1	-7%	nt	2.0%	?	nt	-10%	nt	8%

More entries:
SMILES	RECQ1 helicase	Luc counter	Epigenetic derep	NPSR antag	IMPase Li inh	KDM4E inh	SMN2 splice up	RGS12 GoLoco inh
CCOC(=O)c1c(C)[nH]c(C(=O)CC(=O)OC)c1C	19%	1%	-2.1%	-4%	-8%	3%	17%	-3%
Cn1c(NCc2c(O)ccc3ccccc23)nc2ccccc21	i	-2%	-3.9%	-19%[46.1 µM]	29%[38.3 µM]	?	9%	-11%
CCNC(=O)/C(=C\c1ccc2c(c1)OCO2)NC(=O)c1ccc(Br)cc1	i	0%	0.0%	2%[46.1 µM]	-1%[38.3 µM]	-5%	-18%	-1%
O=C(c1ccco1)N1CCN(Cc2cn[nH]c2-c2cccc3ccccc23)CC1	11%	nt	1.1%	7%	nt	3%	nt	-1%
Cc1cc(C)c(C(=O)/C=C/c2cccs2)c(=O)[nH]1	0%	2%	4.2%	8%	-2%	7%	-4%	1%
NNC(=O)COc1cccc(Oc2ccccc2)c1	i	-2%	1.1%	1%	-8%	45%[activator]	-2%	0%
C=C1CCN([C@H](C(=O)NCc2ccccc2)C(C)C)S(=O)(=O)c2ccccc21	i	nt	0.0%	5%	nt	4%	nt	5%
CSc1ccc(C(=S)N2CCN(CCO)CC2)cc1	-1%	1%	-5.7%	-4%[46.1 µM]	4%	-1%	-5%	3%
CCCC(=O)N1CCN(c2ccc(NC(=O)c3cc4ccccc4o3)cc2)CC1	8%	-1%	-1.5%	-21%[46.1 µM]	18%[38.3 µM]	-5%	-51%[inhibitor]	4%
Cc1cc(C)nc(NC2=NCC(=O)N2c2ccc(Cl)cc2)n1	2%	5%	2.8%	1%[46.1 µM]	4%	-6%	11%	4%

Four entries drawn at random from those above:
SMILES	RECQ1 helicase	Luc counter	Epigenetic derep	NPSR antag	IMPase Li inh	KDM4E inh	SMN2 splice up	RGS12 GoLoco inh
C/C(=N\Nc1nc(C(=O)O)cs1)c1ccccc1	-4%	0%	-2.0%	13%	2%	-9%	22%	8%
Cc1ccc(N=c2c([N+](=O)[O-])nn(-c3ccc4c(c3)OCCO4)n2O)cc1F	-4%	4%	-3.4%	-8%	13%	-5%	-59%[inhibitor]	5%
O=C(Nc1nccs1)c1ccc([N+](=O)[O-])cc1	i	nt	-1.1%	2%	nt	?	nt	4%
COc1ccc(N2CCN(c3nc(-c4cccs4)nc4ccccc34)CC2)cc1	i	nt	-0.3%	-26%	-11%	?	nt	11%
